# From PubChem BioAssay
# HCV core dimer: blocks dimerization of HCV core protein. TR-FRET GST/Flag-core106 dimerization, 1536-well. inhibition, % at 5 µM. hit rate 0.33% among 300,000;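 active = inhibition above the mean of all tested compounds plus 3 SD, set per screening campaign, cut at about 45% in these data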
#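 Material: Tagged HCV core106 pair (GST and Flag) | Amount: GST-core106 13.5 nM, Flag-core106 17 nM | Medium: KF-containing HEPES buffer, pH 7.45, DTT, CHAPS, BSA | Reagent: Eu donor and XL665 acceptor anti-tag antibodies | Schedule: 4 h at 22.5 °C | Technique: Time-resolved FRET, ex 340 nm, em 617 and 671 nm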
# Efflux pump inh: blocks antifungal efflux pumps in multiplex yeast assay; inhibition, % at 10 µM; S. cerevisiae Candida pump triplex, Nile Red efflux; hit rate 0.44% among 330,000;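 active = plate passing quality check with inhibition over a set limit, or well fluorescence over plate mean plus 4 SD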;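 also: Nile Red retained in pooled yeast measured as flow cytometry median fluorescence; 0% = buffer negative control and 100% = Enniatin B positive control; higher means more Nile Red kept so more efflux inhibition; some compounds called inactive have numbers as strong as hits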
# PP5 primary: PP5 (human) phosphatase inhibition. P53041. inhibition, % at 6.7 µM. hit rate 0.18% among 320,000. purified PP5c, OMFP substrate fluorescence;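 active = inhibition above the campaign's mean inhibition across all tested compounds plus 3 SD, cut at about 9.5% in these data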;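 also: 0% = DMSO only and 100% = 100 µM cantharidin control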
# Target sequence (P53041 whole entry, looked up): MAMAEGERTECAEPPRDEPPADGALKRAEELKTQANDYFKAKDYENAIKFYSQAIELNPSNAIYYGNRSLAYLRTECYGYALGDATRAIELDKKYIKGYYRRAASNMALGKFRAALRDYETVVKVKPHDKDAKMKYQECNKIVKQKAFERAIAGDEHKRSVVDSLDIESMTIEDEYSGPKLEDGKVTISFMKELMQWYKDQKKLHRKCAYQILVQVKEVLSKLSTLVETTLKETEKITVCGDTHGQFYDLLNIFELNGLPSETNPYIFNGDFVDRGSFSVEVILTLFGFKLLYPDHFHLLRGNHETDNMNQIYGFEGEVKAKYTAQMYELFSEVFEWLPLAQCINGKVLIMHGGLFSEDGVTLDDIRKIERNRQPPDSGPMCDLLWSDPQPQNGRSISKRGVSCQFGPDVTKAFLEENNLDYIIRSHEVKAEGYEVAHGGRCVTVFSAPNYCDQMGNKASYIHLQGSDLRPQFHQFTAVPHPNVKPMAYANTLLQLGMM
# TPT1 inhibitor: inhibitors of Candida albicans tRNA 2'-phosphotransferase TPT1; recombinant caTPT1, FP RNA substrate dephosphorylation; inhibition, % at 5 µM; hit rate 0.81% among 300,000;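 active = inhibition above the mean of all tested compounds plus 3 SD, set per screening campaign, cut at about 24% in these data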;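 also: plate controls were DMSO alone for no effect and ferristatin control at 100 nM for full effect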
# CTSL1 counter: blocks F. hepatica cathepsin L1 in PFM18AAP counter-screen; recombinant F. hepatica cathepsin L1, Z-Leu-Arg-MCA fluorescence; AID 1906; hit rate 0.49% among 300,000; inhibition, % at 5.96 µM;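 active = inhibition above the mean of all tested compounds plus 3 SD, set per screening campaign, cut at about 17% in these data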;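 also: 0% = plate median of test compound wells and 100% = 1 µM Z-Phe-Ala-diazomethylketone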
# procasp3 activ: procaspase-3 (human) activation; P42574; recombinant procaspase-3 D3A, Ac-DEVD-pNA absorbance 405 nm; activation, % at 8.5 µM; hit rate 0.11% among 330,000;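 active = activation above the mean of all tested compounds plus 3 SD, cut at about 21% in these data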;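 also: 0% = DMSO alone and 100% = DMSO wells spiked with extra 5 µM PC-3 D3A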
#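 Assay system – Procaspase-3 D3A mutant, all three cleavage aspartates alanine · Controls – DMSO-only low control, 5 µM PC-3 D3A high control · Schedule – 1 h compound preincubation, 2 h substrate hydrolysis at 25 °C · Signal – 405 nm absorbance of p-nitroaniline, reads at 0 and 120 min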
# PP1 counter: counter-screen for PP5 inhibitors: inhibitors of human PP1-alpha; hit rate 0.9% among 320,000; inhibition, % at 6.7 µM; purified PP1alpha, OMFP fluorescence;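 active = inhibition above the mean inhibition of all tested compounds plus 3 SD, computed separately for each screening campaign, cut at about 15% in these data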
# procasp7 counter: counter-screen: procaspase-7 (human) activation. P55210. recombinant procaspase-7, Ac-DEVD-pNA absorbance 405 nm; D23A/D198A/D206A triple mutant, cannot self-cleave; scale: DMSO 0, 5 µM enzyme 100. activation, % at 8.5 µM. hit rate 0.093% among 330,000;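 active = percent activation above the screen-wide mean plus 3 SD, cut at about 25% in these data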
# Target sequence (P55210 whole entry D23A/D198A/D206A): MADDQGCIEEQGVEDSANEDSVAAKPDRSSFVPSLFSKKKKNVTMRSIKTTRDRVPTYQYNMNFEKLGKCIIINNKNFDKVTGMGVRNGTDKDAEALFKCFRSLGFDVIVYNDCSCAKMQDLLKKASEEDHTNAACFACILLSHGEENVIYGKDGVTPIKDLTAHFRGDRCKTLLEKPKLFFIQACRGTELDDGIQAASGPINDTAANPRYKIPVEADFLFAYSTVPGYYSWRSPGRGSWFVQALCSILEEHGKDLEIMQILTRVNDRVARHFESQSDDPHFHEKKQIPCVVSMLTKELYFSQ
#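 Test system: Procaspase-7 triple mutant (PC-7 D3A). Also added: Ac-DEVD-pNA substrate, 400 µM as added. Schedule: 1 h enzyme–compound preincubation and 2 h substrate reaction, both 25 °C. Signal: p-Nitroaniline absorbance at 405 nm, read at 0 and 120 min. Control set: low DMSO alone, high DMSO plus 5 µM PC-7.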
# GASC-1 inh: inhibitors of human GASC-1 (JMJD2C) demethylase; hit rate 0.069% among 330,000; GST-JMJD2C(1-420) H3K9me3 demethylation, DELFIA europium; inhibition, % at 2.35 µM; Q9H3R0;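 active = more than half of a compound's replicate wells show inhibition beyond 50%, single wells judged on their own value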;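 also: signal counts dimethyl H3K9 product captured on neutravidin plate; 0% = median of DMSO wells and 100% = 0.3 times that DMSO median; strong numbers were not always called active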
# An asterisk follows results filed as active; . = not tested or not shown.
item	SMILES	HCV core dimer	Efflux pump inh	PP5 primary	TPT1 inhibitor	CTSL1 counter	procasp3 activ	PP1 counter	procasp7 counter	GASC-1 inh
1	COc1ccc(Cl)cc1NC(=O)CC(C)c1ccccc1 (stereo unspecified)	5.9	-0.1	-0.1	-4.8	1.6	-4.1	-0.8	1.1	-4.8
2	O=C(C=C1CCN(c2ncc(C(F)(F)F)cc2Cl)CC1)NNC(=O)Nc1ccc(Cl)cc1	1.6	-0.1	0.9	-2.7	1.0	6.9	12.8	-8.2	-0.4
3	O=C(O)c1ccc(CSCc2ccco2)cc1	1.4	0.0	-0.6	-0.2	-0.5	7.5	-0.3	-1.7	0.1
4	COc1ccc(-c2c(C#N)c(N)nc3sc(C(=O)c4ccccc4)c(N)c23)cc1	2.1	-0.1	0.4	4.9	2.9	-4.0	-0.6	-5.2	10.6
5	CSc1cccc(NC(=O)c2cc(S(=O)(=O)N3CCc4ccccc43)cn2C)c1	22.5	-0.1	1.4	0.8	-0.4	5.2	-0.1	-3.7	5.9
6	O=C(Cn1ncc2c3ccccc3n(Cc3ccccc3F)c2c1=O)NC1CC1	4.1	0.0	1.4	-1.4	0.9	9.7	1.8	14.4	-5.3
7	O=C(CCSCCC(=O)NCc1ccccc1)NCc1ccccc1	-2.7	0.1	2.2	-2.9	-1.1	4.8	0.6	5.7	-2.5
8	O=C(NC1CCCC1)C(c1cccnc1)N(Cc1ccccc1)C(=O)c1csnn1 (stereo unspecified)	10.7	-0.2	-1.6	1.8	-0.1	-6.2	-3.8	7.2	1.4
9	CCOCCCNC(=O)C(c1ccc(Cl)cc1)N1CCN(c2ccccc2)CC1 (stereo unspecified)	2.4	0.1	-0.6	-2.7	-3.1	4.8	-3.2	8.5	6.6
10	Cc1cc(C)cc(NC(=S)Nc2ccccn2)c1	-1.3	-0.1	3.7	-1.0	-1.8	1.3	0.9	3.6	-2.4
11	C=CCNC(=O)CSc1nc2sc3c(c2c(=O)n1CCCOC)CCC3	0.2	0.1	-1.7	4.5	1.1	0.5	0.1	3.4	80.3
12	Cc1ccc(C(=O)NCC(=O)NCC(=O)OCc2ccc(Oc3ccc([N+](=O)[O-])cc3)cc2)cc1	1.9	-0.1	2.6	-1.3	-13.5	-2.5	0.8	4.0	-5.9
13	COc1ccc(C(=O)NCCCn2ccnc2)cc1[N+](=O)[O-]	-1.8	0.2	-2.6	-0.4	-3.9	3.6	-5.0	1.6	-2.5
14	O=C(O/N=C/c1ccc2c(c1)OCO2)c1ccccc1Cl	3.4	-0.1	4.5	-0.9	-1.6	3.5	-4.0	10.8	-7.7
15	O=C(Nc1nnc(SCC(=O)N2CCCCC2)s1)c1c(F)cccc1F	-0.2	0.3	0.5	5.5	4.2	2.8	-1.2	8.0	-1.2
16	COc1ccc(N2CCN(S(=O)(=O)c3ccc(-c4cnc(C5CC5)o4)cc3)CC2)cc1	-0.7	-0.2	4.6	1.2	-2.8	9.7	10.6	0.5	-3.9
17	CC(O)c1nc2ccccc2n1CC(=O)Nc1ccc(F)cc1Cl (stereo unspecified)	-4.3	0.1	-1.3	-2.8	-1.5	15.1	-1.1	5.7	1.4
18	Cc1sc2ncnc(N3CCC(C(=O)Nc4ccc(S(N)(=O)=O)cc4)CC3)c2c1C	.	0.0	2.7	.	.	4.1	-0.9	1.4	9.0
19	O=C(Cc1ccccc1)Nc1cccc(NC(=O)c2ccccc2)c1	-8.9	0.7	2.2	2.0	-2.4	0.2	2.4	1.0	6.3
20	COc1ccc(N(C(=O)c2snc(C(N)=O)c2N)C(C(=O)NC2CCCC2)c2ccc(OC)c(OC)c2)cc1 (stereo unspecified)	-5.1	0.2	1.2	-1.4	2.3	5.5	-0.6	4.9	-4.0
21	CC1CCN(CCCNc2cc(NCCO)c([N+](=O)[O-])c3nonc23)CC1	0.2	-0.1	1.5	1.6	4.0	5.9	0.4	12.5	9.1
22	CCOC(=O)C1CCN(Cc2cc(C(C)(C)C)c(O)c(C(C)(C)C)c2)CC1	-3.1	0.1	-0.5	-1.2	1.4	-0.3	1.6	3.6	14.4
23	Cc1ccc(CCNC(=O)c2cccc(N3CCCC3=O)c2)cc1	1.9	0.1	1.3	-1.9	0.4	-1.5	-2.0	-4.9	2.0
24	CCOc1ccc(NC(=O)Cc2ccc(S(=O)(=O)N3CCCCC3)cc2)cc1OCC	.	0.2	.	.	.	2.0	.	8.7	-6.0
25	Cc1ccc(C)c2nc3sc(C(=O)O)cc3cc12	-5.3	-0.2	0.9	-2.9	5.6	3.0	0.1	7.0	-17.3
26	NC(N)=NN=C1c2ccccc2-c2ccccc21	-5.7	0.8	1.9	-0.4	-3.5	6.1	-0.5	9.0	5.0
27	COc1ccc(CCNc2nc(-c3cccnc3)cs2)cc1OC	-4.7	-0.1	2.1	1.1	5.6	0.0	-1.1	-8.2	-5.6
28	CCCCN=c1scc(-c2ccc3c(c2)NC(=O)CO3)n1N=C1CCCC1	-0.6	0.2	3.3	10.3	-0.3	-5.0	1.1	-8.4	4.1
29	CNC(=O)c1ccccc1Nc1ccc(SC(F)F)cc1	-4.6	0.3	7.5	0.3	-1.3	-2.1	0.1	-6.9	-4.3

# A draw from above in order of formula weight, falling.
item	SMILES	HCV core dimer	Efflux pump inh	PP5 primary	TPT1 inhibitor	CTSL1 counter	procasp3 activ	PP1 counter	procasp7 counter	GASC-1 inh
2	O=C(C=C1CCN(c2ncc(C(F)(F)F)cc2Cl)CC1)NNC(=O)Nc1ccc(Cl)cc1	1.6	-0.1	0.9	-2.7	1.0	6.9	12.8	-8.2	-0.4
5	CSc1cccc(NC(=O)c2cc(S(=O)(=O)N3CCc4ccccc43)cn2C)c1	22.5	-0.1	1.4	0.8	-0.4	5.2	-0.1	-3.7	5.9
15	O=C(Nc1nnc(SCC(=O)N2CCCCC2)s1)c1c(F)cccc1F	-0.2	0.3	0.5	5.5	4.2	2.8	-1.2	8.0	-1.2
11	C=CCNC(=O)CSc1nc2sc3c(c2c(=O)n1CCCOC)CCC3	0.2	0.1	-1.7	4.5	1.1	0.5	0.1	3.4	80.3
6	O=C(Cn1ncc2c3ccccc3n(Cc3ccccc3F)c2c1=O)NC1CC1	4.1	0.0	1.4	-1.4	0.9	9.7	1.8	14.4	-5.3
28	CCCCN=c1scc(-c2ccc3c(c2)NC(=O)CO3)n1N=C1CCCC1	-0.6	0.2	3.3	10.3	-0.3	-5.0	1.1	-8.4	4.1
21	CC1CCN(CCCNc2cc(NCCO)c([N+](=O)[O-])c3nonc23)CC1	0.2	-0.1	1.5	1.6	4.0	5.9	0.4	12.5	9.1
7	O=C(CCSCCC(=O)NCc1ccccc1)NCc1ccccc1	-2.7	0.1	2.2	-2.9	-1.1	4.8	0.6	5.7	-2.5
17	CC(O)c1nc2ccccc2n1CC(=O)Nc1ccc(F)cc1Cl (stereo unspecified)	-4.3	0.1	-1.3	-2.8	-1.5	15.1	-1.1	5.7	1.4
27	COc1ccc(CCNc2nc(-c3cccnc3)cs2)cc1OC	-4.7	-0.1	2.1	1.1	5.6	0.0	-1.1	-8.2	-5.6
23	Cc1ccc(CCNC(=O)c2cccc(N3CCCC3=O)c2)cc1	1.9	0.1	1.3	-1.9	0.4	-1.5	-2.0	-4.9	2.0
29	CNC(=O)c1ccccc1Nc1ccc(SC(F)F)cc1	-4.6	0.3	7.5	0.3	-1.3	-2.1	0.1	-6.9	-4.3
1	COc1ccc(Cl)cc1NC(=O)CC(C)c1ccccc1 (stereo unspecified)	5.9	-0.1	-0.1	-4.8	1.6	-4.1	-0.8	1.1	-4.8
3	O=C(O)c1ccc(CSCc2ccco2)cc1	1.4	0.0	-0.6	-0.2	-0.5	7.5	-0.3	-1.7	0.1
